Screening results as filed in PubChem BioAssay.
MBD2 inh: blocks human MBD2 binding to methylated DNA. hit rate 0.31% among 370,000. TR-FRET, MBD2 binding to methylated oligonucleotide. inhibition, % at 4.4 µM. Q9UBB5; in the data active = inhibition above about 13%
Target sequence (Q9UBB5 whole entry, looked up): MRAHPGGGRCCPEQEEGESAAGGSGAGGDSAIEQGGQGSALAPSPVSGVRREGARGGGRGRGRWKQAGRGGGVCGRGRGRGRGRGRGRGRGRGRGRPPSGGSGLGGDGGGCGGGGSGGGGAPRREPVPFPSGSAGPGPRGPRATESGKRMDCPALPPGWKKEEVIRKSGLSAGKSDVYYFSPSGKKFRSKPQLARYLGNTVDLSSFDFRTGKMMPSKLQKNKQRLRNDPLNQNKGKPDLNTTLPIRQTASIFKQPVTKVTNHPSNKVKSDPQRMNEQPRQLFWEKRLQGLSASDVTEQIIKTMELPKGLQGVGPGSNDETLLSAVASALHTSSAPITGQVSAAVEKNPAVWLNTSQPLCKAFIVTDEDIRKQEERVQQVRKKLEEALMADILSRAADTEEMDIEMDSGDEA
SIAE inh: blocks human sialic acid acetylesterase | Q9HAT2 | SIAE FP-Rh probe binding, fluorescence polarization | inhibition, % at 9.66 µM | hit rate 0.69% among 370,000 | AID 1053197;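 active = inhibition above a cutoff: mean of compounds within the control limits plus 3 SD of those, cut at about 17% in these data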;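 note: 0% = plate median of compound wells and 100% = probe without SIAE protein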
TDP2 absorb: TDP2 (human) inhibition, absorbance primary screen; AID 720702; hit rate 0.34% among 370,000; recombinant TDP2, T5PNP hydrolysis, p-nitrophenol absorbance 415 nm; inhibition, % at 12.8 µM;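 active = inhibition above the mean of all tested compounds plus 3 SD, set per campaign, cut at about 25% in these data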;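 note: 0% = DMSO with enzyme and 100% = buffer with substrate but no TDP2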
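System: recombinant human TDP2 / Amount: 120 nM TDP2 per well / Also added: 5 mM T5PNP chromogenic substrate / Doses: 12.8 µM single point, 1% DMSO / Incubation: 2 h at 37 °C / Detection: p-Nitrophenol epi absorbance / Evaluation: % inhibition relative to enzyme-containing and enzyme-free wells / Repeats: singlicate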
DDE Tn6 FP inh: disrupts Tn6 cyclic peptide binding to fibrin D-Dimer-E complex; P02675; Fibrin DD(E) TRITC-Tn6 fluorescence polarization displacement; inhibition, % at 8.3 µM; hit rate 0.21% among 370,000;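 active = inhibition above a per-campaign cutoff: mean of compounds within control limits plus 3 SD, cut at about 15% in these data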;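 note: 0% = median of all compound wells on the plate and 100% = blocking peptide control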
Target sequence (P02675 whole entry, looked up): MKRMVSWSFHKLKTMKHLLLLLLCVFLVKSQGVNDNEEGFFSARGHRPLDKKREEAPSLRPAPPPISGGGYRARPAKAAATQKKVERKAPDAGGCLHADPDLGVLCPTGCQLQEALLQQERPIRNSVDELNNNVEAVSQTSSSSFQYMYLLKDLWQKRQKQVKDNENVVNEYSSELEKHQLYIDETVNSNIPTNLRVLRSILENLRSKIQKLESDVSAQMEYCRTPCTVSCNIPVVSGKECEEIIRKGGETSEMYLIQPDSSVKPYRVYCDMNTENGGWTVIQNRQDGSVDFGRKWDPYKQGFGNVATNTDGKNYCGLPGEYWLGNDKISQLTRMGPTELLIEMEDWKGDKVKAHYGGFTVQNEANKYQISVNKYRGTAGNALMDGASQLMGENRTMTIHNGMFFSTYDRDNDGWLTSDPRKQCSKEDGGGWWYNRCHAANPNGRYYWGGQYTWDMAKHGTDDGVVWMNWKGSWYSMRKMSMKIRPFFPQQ
LEDGF integ inh: blocks HIV-1 LEDGF/p75-dependent DNA integration; TR-FRET IN-LEDGF/p75 DNA integration, Eu/Cy5; inhibition, % at 3.7 µM; hit rate 0.64% among 370,000; AID 743269;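 active = inhibition above the screen-wide mean plus 3 SD, cut at about 13% in these data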;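 note: signal is the Cy5 over europium emission ratio at 671 and 618 nm; 0% = plate median of compound wells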
UHRF1 MBD2 ctr: blocks human UHRF1 binding to methylated DNA. Q96T88. UHRF1 binding to methylated oligo, TR-FRET. inhibition, % at 4.4 µM. hit rate 0.75% among 370,000. AID 687016; in the data active = inhibition above about 21%;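 note: UHRF1 SRA domain binding a hemimethylated CpG hairpin DNA probe; 0% = median of test compound wells and 100% = reference inhibitor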
TCR CD3 inh: blocks the human TCR-CD3 interaction | hit rate 0.37% among 360,000 | AID 651800 | inhibition, % at 9.4 µM | TAMRA-labeled TCR probe fluorescence, biochemical; in the data active = inhibition above about 19%;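 note: recombinant mutant TCR 2C K166C tagged with TAMRA read by polarization; 0% = receptor in buffer alone and 100% = receptor with positive control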
PRMT1 FP inh: blocks human protein arginine methyltransferase 1. recombinant PRMT1, activity-based probe fluorescence polarization. inhibition, % at 2.79 µM. hit rate 1.3% among 370,000. AID 652257;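 active = inhibition above about 21% made by adding two undisclosed values, limit read from the data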
DDE Tn7 FP inh: inhibitors of Tn7 peptide binding to human fibrin DD(E). P02675. FP displacement of FITC-Tn7 peptide from fibrin DD(E); 0% = median of compound wells per plate. inhibition, % at 8.3 µM. hit rate 0.13% among 370,000. AID 720508;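 active = inhibition above the mean of compounds falling within the control limits plus 3 SD of them, cut at about 14% in these data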;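 note: 0% = plate median of compound wells and 100% = 10 µM Aha-Tn7 peptide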
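Assay system: Human fibrin DD(E) protein | Medium: Tris buffer with calcium and detergent, pH 7.8 | Reagent: 0.1 µM fluorescent Tn7 | Compound dosing: Single point at 8.3 µM | Times: 10 min preincubation, 3 h with tracer, room temperature | Detection: Fluorescence polarization of the labelled Tn7 tracer | Controls: Aha-Tn7 high control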
KLK7 zymogen act: activates the human kallikrein-7 zymogen; hit rate 0.9% among 370,000; purified proKLK7, EDANS-DABCYL substrate fluorescence; 100% is mature enzyme control, 0% vehicle; P49862; AID 652039; activation, % at 7 µM;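 active = activation above the mean of all tested compounds plus 3 SD, computed per campaign excluding outliers beyond control limits, cut at about 13% in these data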
An asterisk follows results filed as active; nt = no result given.

Value order: MBD2 inh	LEDGF integ inh	SIAE inh	DDE Tn7 FP inh	DDE Tn6 FP inh	TCR CD3 inh	KLK7 zymogen act	TDP2 absorb	UHRF1 MBD2 ctr	PRMT1 FP inh
- CC(=O)Nc1ccc(S(=O)(=O)NCCC(=O)NCCCc2ccccc2)cc1
    2	0	-5	-6	8	3	0.1	3	0	4
- CC(C)(C)c1cccc(Cn2nnc3ccccc32)c1O
    -7	1	-2	-3	-8	5	0.6	0	-1	1
- CCCC(C)NC(=O)C1CC(=O)N(CCc2ccc(F)cc2)C1 (stereo unspecified)
    3	2	-5	-1	4	-3	0.7	11	0	2
- O=C(C[C@@H]1C=C[C@@H](NC(=O)c2cccnc2)[C@@H](CO)O1)NCc1ccncn1
    0	-2	4	-1	5	3	0.1	7	15	4
- C=CCn1ccc(=O)nc1SC
    -5	-1	3	1	-1	-1	-0.2	4	-3	2
- CC(NC(=O)CNC(=O)c1ccc2c(c1)OCO2)c1ccc(S(N)(=O)=O)cc1 (stereo unspecified)
    1	3	-8	-4	11	-3	-0.4	4	-1	4
- COc1ccc(N2CCN(CC(=O)Nc3cc(C)cc(C)c3)CC2)cc1
    0	-5	-1	1	-1	-14	-0.5	-2	2	-6
- Cc1ccc2c(c1)c1c(n2CC(O)CN2C(=O)CNC2=O)C(=O)CCC1 (stereo unspecified)
    -9	3	11	-5	2	-8	2.4	-4	-3	33*
- COc1ccccc1-n1c(SCC(=O)NC(C)(C)C)nc(O)cc1=O
    0	-1	1	-8	1	-3	0.1	-4	-4	5
- COC(=O)C(C)Sc1nnc(-c2ccncc2)o1 (stereo unspecified)
    0	4	-7	3	-5	-7	-0.1	-1	7	3
- CCN(C(=O)COC(=O)CNC(=O)c1sc2ccccc2c1Cl)C1CCCCC1
    0	1	-12	-5	-4	-6	0.7	-5	3	-4
- CC(C)C[C@H](NC(=O)c1nc[nH]c1C(=O)N[C@@H](CCCCNC(=O)OC(C)(C)C)C(=O)OC(C)(C)C)C(=O)OC(C)(C)C
    -3	-1	-19	-5	0	-6	0.3	-15	-1	4
- CC(=O)c1c(N2CCN(C)CC2)nc(=S)n(-c2cc(C)ccc2C)c1C
    -4	3	1	-4	0	0	-0.3	1	-6	6
- COc1ccc(N(C(=O)c2snc(C(N)=O)c2N)C(C(=O)NC2CCCC2)c2cc(OC)ccc2OC)cc1 (stereo unspecified)
    5	-5	-1	2	-5	5	-3.0	-19	5	5
- O=C(NC1CCCC1)C(c1ccccc1)N(Cc1ccc2c(c1)OCO2)C(=O)Cc1cccs1 (stereo unspecified)
    -1	0	-3	3	3	-1	0.4	-8	5	2
- Cc1ccccc1C(=O)OC1CCCN(C)C1 (stereo unspecified)
    -6	2	1	-3	-8	-3	0.1	-1	0	-1
- Cc1ccc(N(CC(=O)N2CCCCCC2)S(C)(=O)=O)cc1
    -2	-1	4	-4	-5	1	0.9	-3	0	0
- COc1c(Cl)c(=O)oc2ccc(Cl)cc12
    -1	3	-4	-5	-9	-2	0.2	5	-3	-3
- COc1cc(O)c(C(CC(=O)N2CCCC(C)C2)c2cc(OC)c(OC)c(OC)c2)c(OC)c1 (stereo unspecified)
    -5	-2	-5	6	6	-1	-0.1	-2	-2	2
- CCS(=O)(=O)N1CCC(C(=O)NCc2ccco2)CC1
    7	-3	-9	-5	-4	-3	-0.4	4	0	1
- CC(=O)NCCNC(=O)c1ccc(-n2c(C)ccc2C)cc1
    2	0	2	-4	5	4	-0.1	-1	1	-1
- O=C(Cn1nc(C(F)(F)F)c2c1CCCCC2)N1CCOCC1
    -2	-2	-8	-2	0	-1	0.2	-8	0	-2
- COC(=O)c1cccc(NC(=O)CSc2nc3cccnc3n2C)c1
    -5	-3	-5	3	-3	-2	0.0	-4	0	1
- COc1ccccc1C(=O)N/N=C(\C)CC(=O)Nc1ccc2c(c1)OCCO2
    -1	-2	5	0	-5	-5	0.5	0	-1	0
- COc1ccc(-c2cn3c(C)c(C(=O)NC(C)(C)C)sc3n2)cc1
    0	-2	6	-5	0	-8	0.3	-10	2	4
- C/C(=N\NC(=O)C(c1ccccc1)c1ccccc1)c1ccccn1
    1	-8	8	2	11	3	-0.4	-9	-2	-4
- CC(C)NC(=O)Nc1ccc2c(c1)C(=O)N([C@@H](C)CO)C[C@H](C)[C@H](CN(C)S(=O)(=O)c1ccccc1)OCCCC[C@H](C)O2
    -2	0	1	1	1	5	0.0	4	3	-7
- COc1ccc(NS(=O)(=O)c2cc(-c3cnc(C4CC4)o3)ccc2C)cc1
    -3	3	-2	3	-9	7	0.6	-2	1	-2
- Cc1nc2c(C)cccn2c(=O)c1NC(=O)COc1ccccc1
    -2	5	0	-1	5	-1	1.1	7	1	-3
- NC(=O)c1nnsc1-c1ccc(-c2snnc2C(N)=O)cc1
    6	1	6	7	1	6	0.2	7	0	-2

Part of the list above, reformatted.
MBD2 inh | LEDGF integ inh | SIAE inh | DDE Tn7 FP inh | DDE Tn6 FP inh | TCR CD3 inh | KLK7 zymogen act | TDP2 absorb | UHRF1 MBD2 ctr | PRMT1 FP inh | smiles
-4 | 3 | 1 | -4 | 0 | 0 | -0.3 | 1 | -6 | 6 | CC(=O)c1c(N2CCN(C)CC2)nc(=S)n(-c2cc(C)ccc2C)c1C
5 | -5 | -1 | 2 | -5 | 5 | -3.0 | -19 | 5 | 5 | COc1ccc(N(C(=O)c2snc(C(N)=O)c2N)C(C(=O)NC2CCCC2)c2cc(OC)ccc2OC)cc1 (stereo unspecified)

New compounds follow.
Value order: MBD2 inh	LEDGF integ inh	SIAE inh	DDE Tn7 FP inh	DDE Tn6 FP inh	TCR CD3 inh	KLK7 zymogen act	TDP2 absorb	UHRF1 MBD2 ctr	PRMT1 FP inh
- CC(C)[C@H](NC(=O)OCc1ccccc1)C(=O)OCC(=O)c1ccccc1
    -1	-2	-1	3	4	4	-0.4	0	6	-4
- O=C1O[C@@H](c2ccccc2)C[C@@H](O)C(=O)CCCc2ccccc21
    1	-2	-1	8	-7	4	-0.1	6	3	4
- CC(=O)Nc1cccc(Oc2nc(NCC3CC3)nc3ccsc23)c1
    -2	0	-4	-1	-4	-5	-0.7	8	14	-1
- Cc1ccccc1C(=O)N(Cc1ccccn1)CC1CCCO1 (stereo unspecified)
    0	-2	-1	-3	0	nt	0.2	-11	-1	1
- CCc1ccc(NC(=O)C(=O)N/N=C(\C)CC(=O)NCc2ccc(Cl)cc2)cc1
    0	-6	6	-2	0	-6	0.8	-5	-3	-1
- Cn1nnc(NCc2cc(Br)ccc2OCc2cccs2)n1
    0	6	-4	-3	-3	4	0.0	2	2	1
- Cc1ccc(-c2nnc(-n3ncc(C#N)c3N)c3ccccc23)cc1C
    -1	2	-4	0	1	7	-0.9	-4	-4	1
- CC(=O)c1ccc(NC(=O)C2CC(=O)N(Cc3ccccc3)C2)cc1 (stereo unspecified)
    -1	-2	1	6	16*	2	0.3	0	-6	-5
- O=C(COc1ccc([N+](=O)[O-])cc1)NNC(=S)NC(=O)c1ccc(Br)cc1
    1	-2	-5	-9	2	2	0.1	-8	-1	9
- O=C(CNS(=O)(=O)c1c(F)cc(F)cc1Br)OCC(=O)N1CCCC1=O
    2	1	-1	0	4	-3	-0.6	-3	5	5
- COc1ccccc1NC(=O)CN1CCN(CC(=O)Nc2cc(C)ccc2OC)CC1
    2	1	2	-5	-8	-3	-0.3	4	-3	0
- Clc1ccc(CN(Cc2ccc(Cl)cc2)c2nn[nH]n2)cc1
    5	4	-7	8	-3	-4	0.1	-6	2	5
- CCCCOc1cccc(C(=O)NC(=S)Nc2ccc(Cl)c(C(=O)O)c2)c1
    -1	4	-4	7	3	6	0.2	1	-4	-5
- CN(Cc1cnn(C)c1)C(=O)C1CCC(=O)N(C2CCCCCC2)C1 (stereo unspecified)
    -1	0	-8	-2	1	2	0.5	3	-1	-1
- O=C(NCCOc1ccccc1)c1cccc(S(=O)(=O)N2CCN(Cc3ccccc3)CC2)c1
    -6	0	-1	2	0	6	0.4	-12	-1	-4
- COc1ccc(Cl)cc1NC(=O)CCNS(=O)(=O)c1cccc2nonc12
    3	2	2	5	5	5	0.2	-12	0	0
- O=C(COC(=O)CCSc1ccc(Cl)cc1)Nc1ccc(F)cc1
    -2	-4	-3	-1	1	6	-0.7	1	1	-3
- O=C(CCn1cccc1)Nc1ccccc1F
    1	1	2	-8	11	3	-0.4	8	3	3
- Cc1ccc(NS(=O)(=O)c2cc(C(=O)N3CCc4ccccc4C3)ccc2Cl)cc1
    5	0	-3	2	-8	3	-0.3	5	0	3
- CC1Sc2ccc(C#N)cc2N(Cc2cccc(C(F)(F)F)c2)C1=O (stereo unspecified)
    -2	1	1	5	12	12	0.2	-5	-3	-4
- Cc1cccc(S(=O)(=O)Nc2ccc(C)c3c2OC(C)(C)C3)c1
    -6	3	24*	2	-3	-3	-0.1	11	-1	-1
- CCc1nnc(NS(=O)(=O)c2ccc(NC(=S)NC(=O)/C=C/c3ccccc3)cc2)s1
    1	3	-37	10	-3	-6	0.1	14	-3	1
- NS(=O)(=O)c1ccc(NC(=S)N2CCc3ccccc32)cc1
    -1	2	8	-10	-5	-3	0.0	-2	0	-4
- O=C(CSC1=NCCS1)N1CCCC1
    2	3	-3	-2	-3	0	0.6	1	-2	5
- Cc1ccc(-n2c(C)cc(C(=O)Cn3nc(C(=O)O)c4ccccc4c3=O)c2C)cc1
    -2	0	-26	-6	-4	-4	-0.2	-2	2	2
- CC1=CCC(C(=O)O)C(C(=O)Nc2ccc(-c3nc4ccc(C)cc4s3)cc2)C1 (stereo unspecified)
    1	1	-24	-3	-4	-7	-4.8	8	-2	-3
- Cc1cccc(CN2CCN(CC(=O)NCc3ccc(F)cc3)C2=O)c1
    -6	6	-9	5	5	4	0.3	-14	-1	-6
- O=c1cc(CSc2n[nH]c(-c3ccncc3)n2)nc2sccn12
    5	3	1	-3	-1	11	-1.0	9	3	2
- CCOC(=O)Cc1c(C)nc2c(-c3ccc(Cl)cc3)cnn2c1C
    -1	-2	-1	5	0	4	-7.2	3	-1	2
- O=C(CSc1nc2ccccc2[nH]1)Nc1ccc(F)c(F)c1
    1	-1	-1	-1	3	-2	0.2	-23	3	0
- CCNC(=O)CC1C(=O)N(C)C(=S)N1NC(=O)c1ccc(Cl)cc1 (stereo unspecified)
    -1	2	-2	1	8	11	0.6	-1	-1	1
- CCOC(=O)c1sc2nc(NC(=O)C3CCCCC3)sc2c1C
    -1	1	1	0	-3	3	0.5	-7	1	-1
- CC(C)/C=N/NC(=O)c1ccc(Cl)cc1
    5	-2	-2	1	1	3	0.5	3	2	0
- O=C1CC(c2ccc(F)cc2)Sc2nc(C34CC5CC(CC(C5)C3)C4)nn21 (stereo unspecified)
    2	-3	-2	1	3	3	0.6	2	0	-2
- O=C1NN(c2ccccc2)C(=O)C2C3C=CC(C4CC34)C12 (stereo unspecified)
    -3	-2	13	2	2	11	0.0	3	-2	-2
